aGlu spleen mod: inhibitors or activators of human alpha-glucosidase in spleen homogenate | human spleen homogenate, 4-MU-alpha-glucoside fluorescence | 240,000 compounds, 0.006% hits | P10253 | Potency, µM (highest dose often 79.9 µM), for the others: at the highest dose activity change, negative = inhibition, hits mostly inhibitors;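 note: 0% = enzyme with vehicle and -100% = no enzyme basal signal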
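Human spleen homogenate (1 ug) incubated with compounds and 1 mM 4-methylumbelliferyl-alpha-D-glucopyranoside in pH 5.0 citrate/phosphate buffer, 37 C, 40 min. Stopped at pH 10; 4-MU fluorescence (Ex 365/Em 440 nm); AC50 by Hill fit.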
GAA inh: alpha-glucosidase (human) inhibition. purified human GAA, 4-MU-alpha-glucoside fluorescence. Potency, µM (titrated, usually from 76.9 µM), inactives show at the top dose activity change, negative = inhibition, usual class: inhibitors. 200,000 compounds, 0.005% hits;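 note: plate controls were uninhibited enzyme wells for no effect and no-enzyme background for full effect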
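Human alpha-glucosidase, 4 nM, pre-mixed with test compounds before 400 uM 4-methylumbelliferyl substrate; 20 min room temperature at pH 5.0. Fluorescence read after pH 10 stop; AC50 values from Hill-equation fits.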
GAA glycogen: alters human alpha-glucosidase cleavage of glycogen; AID 2100; P10253; 300,000 compounds, 0.38% hits; recombinant GAA, glycogen substrate, Amplex Red glucose oxidase fluorescence; Potency, µM (series often up to 76.4 µM), inactives show top-dose activity change, negative = inhibition, hits mostly inhibitors;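 note: 0% = full enzyme reaction and -100% = no-enzyme basal signal; the screen sought inhibitors and activators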
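Recombinant human enzyme (4 nM); glycogen substrate; 37 C, 40 min, pH 5.0. Readout: coupled glucose oxidase/Amplex Red fluorescence.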
HTT cytoprotect: Huntington cell model cytoprotection by ATP luminescence; PC12 HTT-Q103 induced, cytoprotection, ATP luminescence, 40 h; Potency, µM (titrated, usually from 56.4 µM), without a hit: cytoprotection (ATP increase), most hits filed as activators; 230,000 compounds, 0.14% hits; AID 1471;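 note: % of control where 0% means no effect; nearly all actives have a fitted effect of over 45% in size; toxic huntingtin expression switched on by the ecdysone agonist tebufenozide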
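Cells were plated at 1500 per well in phenol red-free DMEM with 5% equine and 5% calf serum. Tebufenozide (100 nM final) and compounds were added, then ATPlite reagent, and luminescence was read.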
Tau FP inhib: inhibitors of human tau fibril formation; K18 P301L tau heparin fibrillization, Alexa594 FP, 6 h; Potency, µM (top dose mostly 57.7 µM), for the others: at the highest dose activity, negative = inhibition, usual class: inhibitors; 280,000 compounds, 0.39% hits; note: % is set by controls: 0 for no effect and ±100 for the full control effect; nearly all actives have a fitted effect of over 55% in size
Target sequence (P10636 561-689 P618L limits assumed): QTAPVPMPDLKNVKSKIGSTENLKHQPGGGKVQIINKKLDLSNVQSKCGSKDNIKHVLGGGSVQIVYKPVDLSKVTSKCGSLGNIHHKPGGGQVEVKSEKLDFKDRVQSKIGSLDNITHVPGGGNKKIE
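K18 P301L tau (15 uM unlabeled/0.24 uM Alexa 594-labeled, final) + compound + heparin 20 uM final; 100 mM NaOAc pH 7; 6 hr 37 C; ThT 30 uM final added, 1 hr RT; FP ex 555/em 632 nm.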
aGal spleen mod: inhibits or activates alpha-galactosidase in human spleen homogenate | Potency, µM (top dose mostly 80 µM), for inactives: at the top dose activity change, negative = inhibition, most hits filed as inhibitors | human spleen homogenate, 4MU-alpha-Gal fluorescence, 40 min | 240,000 compounds, 0.008% hits | P06280 | AID 2107;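 note: 0% = enzyme with vehicle and -100% = no enzyme basal signal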
Target sequence (P06280 32-429 limits assumed): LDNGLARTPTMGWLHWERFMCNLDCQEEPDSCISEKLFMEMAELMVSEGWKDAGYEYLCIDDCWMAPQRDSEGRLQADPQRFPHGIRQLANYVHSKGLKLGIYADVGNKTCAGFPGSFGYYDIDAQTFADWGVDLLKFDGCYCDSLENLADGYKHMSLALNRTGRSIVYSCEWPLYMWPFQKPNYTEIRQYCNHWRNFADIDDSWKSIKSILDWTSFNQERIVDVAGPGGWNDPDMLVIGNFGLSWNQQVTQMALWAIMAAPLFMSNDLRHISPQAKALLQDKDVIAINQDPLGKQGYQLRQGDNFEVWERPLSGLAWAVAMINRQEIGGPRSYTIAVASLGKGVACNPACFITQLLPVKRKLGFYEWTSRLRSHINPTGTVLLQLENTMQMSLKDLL
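Human spleen homogenate (1 ug) as enzyme source, 4-methylumbelliferyl-alpha-D-galactopyranoside 1 mM final, citrate/phosphate pH 5.0 with 0.01% Tween-20. Compounds 40 min at 37C, NaOH/glycine stop; fluorescence Ex 365/Em 440, Hill-fit AC50.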
Tau fluor counter: counter-screen for tau fibril formation inhibitors; tau K18 P301L Alexa594 fluorescence, heparin fibrillization; Potency, µM (top dose mostly 57.7 µM), inactives show at the top dose activity change, negative = decrease; AID 1463; 280,000 compounds, 0.93% hits; note: % is set by controls: 0 for no effect and ±100 for the full control effect; nearly all actives have a fitted effect of over 55% in size
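Human tau K18 P301L (15 uM unlabeled, 0.24 uM Alexa 594-labeled) in 100 mM sodium acetate pH 7 with 20 uM heparin, 6 hr at 37 C. ThT 30 uM added, 1 hr ambient; Alexa 594 FP and total fluorescence read at 555/632 nm.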
Tau fibril ThT: blocks human tau fibril formation measured by thioflavin T; 270,000 compounds, 2.1% hits; AID 1460; P10636; recombinant tau K18 P301L, heparin-induced fibrillization, ThT fluorescence; Potency, µM (titrated, usually from 57.4 µM), for inactives: top-dose activity, negative = inhibition, actives largely listed as inhibitors; note: % is set by controls: 0 for no effect and ±100 for the full control effect; nearly all actives have a fitted effect of over 55% in size
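Using a mix of unlabeled (15 uM) and Alexa 594-labeled (0.24 uM) tau K18 P301L, heparin-triggered fibrillization over 6 hr at 37 C was scored by ThT fluorescence.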
* hit, by the source's call; ? = inconclusive; / = not tested or not shown; [ ] = another dose, or the depositor's remark. Calls come from the whole dose curve; as a rule, active = well fitted curve in the direction sought with a large enough effect; inconclusive = small, poorly fitted or top-dose-only effect, or another doubt; inactive = no such curve, though single readings can be large; an effect the other way counts as inactive or inconclusive. Potency is the fitted concentration of half-maximal effect.

| molecule | aGlu spleen mod | GAA inh | GAA glycogen | HTT cytoprotect | Tau FP inhib | aGal spleen mod | Tau fluor counter | Tau fibril ThT |
| --- | --- | --- | --- | --- | --- | --- | --- | --- |
| N#C/C(=C\Nc1ccc2c(c1)OCCO2)c1nc2ccccc2[nH]1 | -2% | -15% | -2% | -56%[inhibitor] | 5% | 2% | ? | ? |
| Cc1ccccc1-c1nc(-c2cccnc2)no1 | -9% | -6% | 1% | -26% | 1% | -11% | 0% | -7% |
| C/C(Cn1nnc([N+](=O)[O-])n1)=N\NC(=O)c1ccccc1Cl | 6% | -6% | 0% | -26% | 2% | -1% | -1% | 5% |
| CSc1nc2sc3c(c2c(=O)n1CC(C)C)CC(C)(C)OC3 | -7% | -2% | 0% | -6%[10 µM] | 1% | -13% | -12% | -9% |
| O=C(NCCc1ccccc1F)/C(=C/c1cccnc1)NC(=O)c1ccccc1 | -3% | 0% | 4% | 18%[10 µM] | -1% | 7% | -2% | 9% |
| Cc1ccc(S(=O)(=O)N/N=C/c2ccc(OS(=O)(=O)c3ccc(C)c([N+](=O)[O-])c3)cc2)cc1 | -4% | -3% | -3% | 4% | -9% | -2% | ? | -13% |
| COc1cnc(-c2ccccn2)nc1Oc1ccc(F)cc1F | 2% | 0% | -5% | -3%[10 µM] | 2% | -1% | 0% | -15% |
| O=C(Nc1ccc([N+](=O)[O-])cc1)C(=O)Nc1cccc(C(=O)O)c1 | 2% | -7% | 6% | -75%[inhibitor][10 µM] | 11% | -9% | -7% | ? |
| CCCCC(=O)Nc1cc(OC)c(NC(=S)NC)cc1OC | 5% | -6% | -21% | -6% | 1% | 4% | -10% | -7% |
| O=C(NCC1CCCO1)C1CCN(c2ccc(S(=O)(=O)N3CCCC3)cc2)CC1 (configuration not stated) | 2% | -9% | 0% | 11%[10 µM] | -15% | -1% | 3% | -1% |
| N#Cc1c(NC(=O)CSc2nnc(-c3ccco3)n2-c2ccccc2)sc2c1CCC2 | 0% | -3% | 0% | -3% | 3% | -1% | -9% | -5% |
| Cc1csc(NC(=O)/C=C/c2ccc(C)o2)n1 | 3% | 5% | -9% | -5%[10 µM] | 4% | -2% | -13% | ? |
| CCOC(=O)c1oc2ccccc2c1N | -6% | -1% | 6% | -13% | 5% | -7% | 0% | -8% |
| COc1cccc(CNC(=O)C2CCN(S(=O)(=O)c3ccccc3)CC2)c1 | -9% | -6% | -2% | -33% | -2% | 2% | -1% | -7% |
| CCCOc1ccc(S(=O)(=O)NCc2ccc(OC)cc2)cc1 | -7% | -7% | -18% | 2% | -5% | 3% | -15% | -7% |
| COC(=O)Cn1c(CN2CCN(c3ccc(OC)cc3)CC2)nc2c1c(=O)[nH]c(=O)n2C | / | / | 4%[76.3 µM] | / | 0% | / | -11% | -5% |
| O=C1CCCC/C1=C\Nc1ccc(O)cc1 | -5% | -14% | 8.8µM* | ? | ? | 4% | ? | 16µM* |
| COc1ccccc1NC(=O)CSc1nnc(Cn2cnc3ccccc32)n1C | -3% | 3% | 6% | 11%[10 µM] | 10% | 4% | -1% | -9% |
| O=C1CC(C(F)(F)C(F)(F)C(F)(F)C(F)F)=Nc2ccccc2N1 | -3% | ? | 1% | -17% | 3% | -4% | 3% | 1% |
| CCOc1cc(C(=O)N/N=C(\C)Cc2ccc(OC)cc2)cc(OCC)c1OCC | -10% | -3% | -7% | -6%[10 µM] | 4% | 0% | -1% | -7% |
| COc1ccc(NC(=S)N2CCC(C(=O)c3ccc(C)cc3)CC2)c(OC)c1 | -13% | 14% | -17% | 14%[10 µM] | 15% | 3% | -12% | -8% |
| CC12CC(c3ccccc3O1)C(C(=O)NCc1ccccc1)C(=O)N2 (configuration not stated) | 0% | -10% | 4% | 2%[10 µM] | -7% | -3% | 4% | 3% |
| O=c1[nH]c(C2CC2)nc2sc3c(c12)CCCC3 | -9% | 7% | -12% | / | 5% | 1% | 7% | -1% |
| O=S(=O)(Nn1cnnc1)c1ccc(F)cc1 | -9% | -6% | 1% | / | 3% | -10% | 9% | -5% |
| Cc1ccc(S(=O)(=O)N2CCN(c3ccc([N+](=O)[O-])c(NCCN4CCOCC4)c3)CC2)cc1 | -12% | 4% | 10% | 5%[10 µM] | 11% | 0% | -21% | ? |
| Cc1nn(-c2ccccc2)c2c1C(c1c(C)[nH]c(C#N)c1C)C(C#N)=C(N)O2 (configuration not stated) | -2% | 0% | -28% | -9% | -7% | 2% | -20% | ? |
| O=C(CS(=O)(=O)c1ccccc1)NCc1ccco1 | 5% | 9% | 3% | / | -5% | 8% | 3% | 0% |
| CCc1ccc(Nc2nc(N)nc(CSc3nnnn3-c3ccccc3)n2)cc1 | -15% | -3% | -2% | -24% | -7% | 10% | -11% | 4% |
| c1ccc(CSc2nnc(-c3cccs3)n2Cc2ccco2)cc1 | -7% | 1% | -11% | -12%[0.074 µM] | 0% | -3% | -7% | -14% |
| Cc1cc(C)c2cc(CN(Cc3cccs3)Cc3nnnn3CC3CCCO3)c(=O)[nH]c2c1 (configuration not stated) | 0% | -13% | 1% | -10% | -3% | 2% | -7% | -19% |
| COc1ccccc1/C=C/C(=O)NCc1cccnc1 | -2% | 2% | 15% | -23% | -2% | 3% | -7% | -6% |
| C(=N\n1cnnc1)/c1cccnc1 | -4% | 5% | 10% | -5% | 12% | -6% | 2% | 0% |
| CN(CCOC(=O)c1ccc2c(c1)OCCO2)C(C)(C)C | -3% | 2% | 0% | 2%[10 µM] | -3% | -8% | -4% | 2% |
| CN(CC(=O)Nc1ccc(F)cc1)c1ccc(S(=O)(=O)N2CCCCC2)cc1[N+](=O)[O-] | 1% | -7% | -1% | 24%[10 µM] | -9% | 3% | ? | -11% |
| CCCCn1nnnc1SCC(=O)NNC(=O)C1CCCCC1 | -1% | -5% | 3% | 0% | 8% | -4% | 3% | 0% |
| COc1ccc(/C=N/OCC(=O)N2CC3(C)CC2CC(C)(C)C3)cc1OC (configuration not stated) | -7% | / | -1% | 19%[10 µM] | 6% | 1% | -17% | -15% |
| CN1CCN(C(=O)C23CCC(C)(C(=O)C2Br)C3(C)C)CC1 (configuration not stated) | 2% | / | 12% | 27%[10 µM] | -8% | -11% | -14% | -9% |
| COc1ccc(CCNC(=S)Nc2cccc3ccccc23)cc1 | 6% | -10% | -23% | 10%[10 µM] | 14% | 1% | -23% | -4% |
| COC(=O)c1ccccc1Oc1nc(Cl)cc(OC)n1 | 1% | 0% | 5% | 4%[10 µM] | 6% | -1% | 6% | 7% |
| CCOC(=O)C1(Cc2cccc(OC)c2)CCN(Cc2cnc(N)nc2)CC1 | -1% | / | 2% | 13%[10 µM] | -5% | 3% | 4% | 3% |

(listing goes on)
Keys: A = aGlu spleen mod; B = GAA inh; C = GAA glycogen; D = HTT cytoprotect; E = Tau FP inhib; F = aGal spleen mod; G = Tau fluor counter; H = Tau fibril ThT
O=C(c1ccc(F)cc1)N1CCN(C(=O)c2ccc([N+](=O)[O-])cc2)CC1
  A: 3%; B: -8%; C: 8%; D: 17%[10 µM]; E: -3%; F: -2%; G: -1%; H: 0%

CCO/C=C1/C(=O)N(c2ccccc2OC)C(=O)c2ccccc21
  A: 3%; B: 10%; C: -2%; D: -40%[inhibitor]; E: -3%; F: 9%; G: -4%; H: -16%

CCOC(=O)c1ccc(NC(=O)NCCN2CCCCC2)cc1
  A: 1%; B: 1%; C: 6%; D: 2%[10 µM]; E: 2%; F: 10%; G: -4%; H: -6%

O=C(NNC(=S)Nc1ccc(Br)cc1)c1ccc(N2CCOCC2)c([N+](=O)[O-])c1
  A: -2%; B: -7%; C: -3%; D: 7%[10 µM]; E: ?; F: -4%; G: ?; H: 13µM*

Nine compounds from above, ordered by SMILES length, smallest number first.
Keys: A = aGlu spleen mod; B = GAA inh; C = GAA glycogen; D = HTT cytoprotect; E = Tau FP inhib; F = aGal spleen mod; G = Tau fluor counter; H = Tau fibril ThT
COC(=O)c1ccccc1Oc1nc(Cl)cc(OC)n1
  A: 1%; B: 0%; C: 5%; D: 4%[10 µM]; E: 6%; F: -1%; G: 6%; H: 7%

CN(CCOC(=O)c1ccc2c(c1)OCCO2)C(C)(C)C
  A: -3%; B: 2%; C: 0%; D: 2%[10 µM]; E: -3%; F: -8%; G: -4%; H: 2%

CCO/C=C1/C(=O)N(c2ccccc2OC)C(=O)c2ccccc21
  A: 3%; B: 10%; C: -2%; D: -40%[inhibitor]; E: -3%; F: 9%; G: -4%; H: -16%

CN1CCN(C(=O)C23CCC(C)(C(=O)C2Br)C3(C)C)CC1 (configuration not stated)
  A: 2%; B: /; C: 12%; D: 27%[10 µM]; E: -8%; F: -11%; G: -14%; H: -9%

CCOC(=O)C1(Cc2cccc(OC)c2)CCN(Cc2cnc(N)nc2)CC1
  A: -1%; B: /; C: 2%; D: 13%[10 µM]; E: -5%; F: 3%; G: 4%; H: 3%

COc1ccc(/C=N/OCC(=O)N2CC3(C)CC2CC(C)(C)C3)cc1OC (configuration not stated)
  A: -7%; B: /; C: -1%; D: 19%[10 µM]; E: 6%; F: 1%; G: -17%; H: -15%

O=C(c1ccc(F)cc1)N1CCN(C(=O)c2ccc([N+](=O)[O-])cc2)CC1
  A: 3%; B: -8%; C: 8%; D: 17%[10 µM]; E: -3%; F: -2%; G: -1%; H: 0%

O=C(NNC(=S)Nc1ccc(Br)cc1)c1ccc(N2CCOCC2)c([N+](=O)[O-])c1
  A: -2%; B: -7%; C: -3%; D: 7%[10 µM]; E: ?; F: -4%; G: ?; H: 13µM*

CN(CC(=O)Nc1ccc(F)cc1)c1ccc(S(=O)(=O)N2CCCCC2)cc1[N+](=O)[O-]
  A: 1%; B: -7%; C: -1%; D: 24%[10 µM]; E: -9%; F: 3%; G: ?; H: -11%

Screens from PubChem BioAssay.
